Screens (PubChem)
Rhodamine fluor = rhodamine region autofluorescence; Rhodamine-region fluorescence, 547/598 nm, Tris buffer; hits give high values; max dye-equivalent concentration, M; 0.05% of 59,000 active; AID 594; in the data active = max dye-equivalent concentration above about 11 nM; inconclusive = between about 1.1 nM and that limit
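Compound fluorescence in 100 mM Tris, pH 8.0, read after 15 min at room temperature with 547 nm excitation and 598 nm emission. Output is dye-equivalent concentration from an on-plate rhodamine standard series.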
Caspase-1 inhib = caspase-1 (human) inhibition, allosteric or competitive | 0.03% of 75,000 active | Potency, µM (series often up to 57.5 µM), without a hit: at the highest dose activity change, negative = inhibition, actives largely listed as inhibitors | P29466 | Caspase-1 enzyme, Ac-WEHD-AFC fluorogenic rate;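 note: potency is the fitted concentration of half-maximal effect; plate controls were vehicle for no effect and no substrate for full effect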
Target sequence (P29466 120-297 limits assumed): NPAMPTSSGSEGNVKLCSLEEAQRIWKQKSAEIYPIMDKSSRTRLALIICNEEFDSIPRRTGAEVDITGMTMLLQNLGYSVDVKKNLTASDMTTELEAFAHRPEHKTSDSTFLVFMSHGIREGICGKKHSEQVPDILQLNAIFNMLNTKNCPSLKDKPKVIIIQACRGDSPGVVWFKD
Target sequence (P29466 317-404 limits assumed): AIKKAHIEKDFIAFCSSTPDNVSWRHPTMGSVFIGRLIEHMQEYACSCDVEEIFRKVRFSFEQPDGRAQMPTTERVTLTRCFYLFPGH
ERK AVP inh = blocks ERK signaling stimulated by vasopressin; HEK293-V1b, vasopressin-stimulated pERK AlphaScreen; Potency, µM (doses to about 57.5 µM), for inactives: at the top dose activity, negative = inhibition, usual class: inhibitors; 0.99% of 72,000 active; note: potency is the fitted concentration of half-maximal effect; % is set by controls: 0 for no effect and ±100 for the full control effect; nearly all actives have a fitted effect of over 55% in size
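V1b-HEK293 cells; cpd 30 min 37C; 25 nM vasopressin 5 min; lyse 10 min; AlphaScreen beads 5 hr RT. Normalized to DMSO basal and 25 nM vasopressin; AC50 by Hill fit.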
Tau fil binding = binds recombinant human tau filaments. AID 596. 2% of 71,000 active. P10636. recombinant tau filaments, thioflavin S fluorescence, 15 h; filaments grown with octadecylsulfate alongside compound. Potency, µM (series often up to 57.1 µM), inactives show at the top dose activity change, negative = inhibition;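 note: potency is the fitted concentration of half-maximal effect; % is set by controls: 0 for no effect and ±100 for the full control effect; actives lower thioflavin S fluorescence by blocking filaments or displacing dye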
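Thioflavine S fluorescence (ex 450, em 510 nm) reports filaments formed from 1 uM human tau plus 30 uM ODS over 15 h at 37 C (10 mM HEPES pH 7.4, 100 mM NaCl, 5 mM DTT); compounds displacing dye or blocking filaments lower signal.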
TexasRed autofl = Texas Red region autofluorescence; Compound fluorescence, Texas Red channel, 547/618 nm; hits give high values; max dye-equivalent concentration, M; 0.06% of 59,000 active; in the data active = max dye-equivalent concentration above about 10 nM; inconclusive = between about 1.1 nM and that limit
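Pin-transferred compounds and Texas Red standards go into 100 mM Tris buffer, pH 8.0. After 15 min at room temperature, plates are imaged with 547/618 nm filters. Each value is a dye-equivalent concentration derived from the per-plate dye curve.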
Caspase-7 inhib = blocks human caspase-7 allosterically or competitively | Potency, µM (doses to about 57.5 µM), for the others: at the top dose activity change, negative = inhibition, actives largely listed as inhibitors | 0.02% of 75,000 active | recombinant caspase-7, Ac-DEVD-AFC fluorescence rate | AID 889 | P55210; active = well fitted inhibition curve with a large enough effect in the main read-out, with a control signal flat, not every such curve was filed as active; inconclusive = small, poorly fitted or top-dose-only effect, or a change in a side signal; note: potency is the fitted concentration of half-maximal effect; % of control where 0% means no effect
FLuc inh = blocks Photinus pyralis firefly luciferase activity. P08659. AID 411. 2.2% of 72,000 active. Potency, µM (titrated, usually from 57.1 µM), without a hit: at the top dose activity change, negative = inhibition, most hits filed as inhibitors. purified firefly luciferase, luminescence, 8 min; note: potency is the fitted concentration of half-maximal effect; % is set by controls: 0 for no effect and ±100 for the full control effect; nearly all actives have a fitted effect of over 40% in size
Target sequence (P08659 whole entry, looked up): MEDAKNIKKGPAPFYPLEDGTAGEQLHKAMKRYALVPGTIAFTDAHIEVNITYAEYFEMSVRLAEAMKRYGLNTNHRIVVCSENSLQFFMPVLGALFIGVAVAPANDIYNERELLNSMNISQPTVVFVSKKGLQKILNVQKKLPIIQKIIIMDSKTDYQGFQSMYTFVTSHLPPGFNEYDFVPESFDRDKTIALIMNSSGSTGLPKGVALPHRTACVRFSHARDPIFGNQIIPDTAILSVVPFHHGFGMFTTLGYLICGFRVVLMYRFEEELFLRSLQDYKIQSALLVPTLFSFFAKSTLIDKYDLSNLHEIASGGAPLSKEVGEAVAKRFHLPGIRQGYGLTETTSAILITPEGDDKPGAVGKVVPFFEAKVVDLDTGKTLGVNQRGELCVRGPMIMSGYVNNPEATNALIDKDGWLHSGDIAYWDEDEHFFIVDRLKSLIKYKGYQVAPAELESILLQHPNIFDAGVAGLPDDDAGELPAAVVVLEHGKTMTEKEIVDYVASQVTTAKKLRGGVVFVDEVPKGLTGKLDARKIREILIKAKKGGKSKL
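Titration-based qHTS; buffer 50 mM imidazole pH 7.2, 50 mM KCl, 7 mM MgCl2, 10 uM ATP, 0.01% Tween 20, 0.05% BSA; luciferase/luciferin detector mix added after compound; 8 min, ambient; luminescence.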
HEK293 cAMP ctrl = counter-screen for TSHR agonists: cAMP increase in parental HEK293 | parental HEK293 CNG cAMP sensor, membrane potential fluorescence | Potency, µM (highest dose often 57.1 µM), without a hit: top-dose activation, hits mostly activators | 2.5% of 73,000 active | AID 938; note: potency is the fitted concentration of half-maximal effect; % of control where 0% means no effect; nearly all actives have a fitted effect of over 55% in size
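Parental HEK 293 cells stably expressing a modified CNG channel (no TSHR) report cAMP rise as membrane depolarization. Membrane potential dye with 100 uM RO 20-1724 was loaded for 60 min at room temperature, then compound added for 30 min; fluorescence read at 590 nm.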
A350 fluor = compound fluoresces in the Alexa 350 spectral region | Compound autofluorescence, 340/450 nm, Alexa 350 dye-equivalents; hits give high values | max dye-equivalent concentration, M | 11% of 59,000 active; in the data active = max dye-equivalent concentration above about 10 nM; inconclusive = mostly about 1.1 nM to 9.6 nM
4MU fluor = 4-MU region autofluorescence | compound autofluorescence, 340/450 nm, 4-MU equivalents; hits give high values | max dye-equivalent concentration, M | 11% of 59,000 active | AID 589; in the data active = max dye-equivalent concentration above about 10 nM; inconclusive = mostly about 1.1 nM to 9.6 nM
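Compounds in 100 mM Tris, pH 8.0, sat 15 min at room temperature before fluorescence was read at 340 nm excitation/450 nm emission; a per-plate six-point 4-MU standard curve converted signals to dye-equivalent concentration at each compound concentration.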
Fluorescein fluor = compound autofluorescence in fluorescein spectral region; Compound autofluorescence, 480/540 nm, fluorescein-equivalent; hits give high values; max fluorescein-equivalent concentration, M; 0.91% of 59,000 active; in the data active = max fluorescein-equivalent concentration above about 10 nM; inconclusive = between about 1.1 nM and that limit
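Fluorescein stocks ranging 3 mM down to 300 nM, plus DMSO blanks, were pinned alongside compounds to build a per-plate standard curve. Buffer: 100 mM Tris, pH 8.0. Incubation 15 min, room temperature; filters 480/540 nm.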
An asterisk follows results filed as active; i = inactive; ? = inconclusive; / = no result given; & = joins results of further samples; [ ] = another dose, or the depositor's remark. Unless noted, calls come from the whole dose curve; as a rule, active = well fitted curve in the direction sought with a large enough effect; inconclusive = small, poorly fitted or top-dose-only effect, or another doubt; inactive = no such curve, though single readings can be large; an effect the other way counts as inactive or inconclusive.

#1 CCCC(=O)C1C(=O)NC(=O)NC1=O
#2 COc1cccc(CNC2CN3CCC2CC3)c1OC (configuration not stated)
#3 CC(C)NS(=O)(=O)c1ccc(OCC(=O)N2CCN(Cc3ccccc3)CC2)cc1
#4 CCCCN1C(=O)NC(=O)C2(Cc3ccccc3N3CCOCC32)C1=O (configuration not stated)
#5 N#CC(Cl)Cl
#6 O=C(c1cc(-c2ccncc2)nc2ccccc12)N1CCC2(CC1)OCCO2
#7 CCc1ccc(CCN2CCCCC2)nc1
#8 CC[C@@H]1CN2CC[C@@H]1C[C@H]2[C@@H](O)c1ccnc2ccc(OC)cc12
Screen / compound no.,1,2,3,4,5,6,7,8
Rhodamine fluor,i,i,i,i,/,i,i,i
Caspase-1 inhib,1%,-2%,-4%,0%,1%,-2%,3%[11.5 µM],/
ERK AVP inh,0%,-11%,4%,6%,44%,-12%,2%[11.5 µM],/
Tau fil binding,-14%,7%,-12%,3%,-3%,-5%,5%[11.4 µM],?
TexasRed autofl,i,i,?,i,/,i,i,i
Caspase-7 inhib,0%,0%,0%,-2%,-5%,0%,-3%[11.5 µM],/
FLuc inh,1%,3%,1%,4%,/,-3%,-2%[11.4 µM],-3%[11.4 µM]
HEK293 cAMP ctrl,27%,8%,1%,29%,2%,-1%,3%[11.4 µM],?
A350 fluor,i,i,i,i,/,i,i,i
4MU fluor,i,i,i,i,/,i,i,i
Fluorescein fluor,?,i,i,i,/,i,i,i

#9 CCOC(=O)C(O)(c1ccc(N)c(OC)c1)C(F)(F)F (configuration not stated)
#10 COc1ccc(-n2c(O)c(C(C)=NCc3ccco3)c(=O)[nH]c2=O)cc1
#11 O=C(c1cc(-c2cccnc2)nc2ccccc12)N1CCC2(CC1)OCCO2
#12 C[C@@H](Cc1ccccc1)NCCC(c1ccccc1)c1ccccc1
#13 CC(C)(C)P(=O)(c1ccncc1)N1CCCC1 (configuration not stated)
#14 CC(C)Br
#15 CCn1cc(C(=O)O)c(=O)c2cc(F)c(N3CCNCC3)cc21
#16 O=C(CN1CC(c2ccccc2)CC1=O)NCc1ccc(F)cc1 (configuration not stated)
Screen / compound no.,9,10,11,12,13,14,15,16
Rhodamine fluor,i,i,i,i,i,/,i,/
Caspase-1 inhib,-1%,-1%,-2%,0%[25.7 µM],-1%,0%,3%,-1%
ERK AVP inh,3%,1%,-15%,-4%[25.7 µM],-21%,-3%,9%,-14%
Tau fil binding,-15%,-10%,3%,?,0%,-14%,4%[25.6 µM],-12%
TexasRed autofl,?,i,i,i,i,/,i,/
Caspase-7 inhib,2%,-1%,0%,0%[25.7 µM],-2%,1%,-1%,1%
FLuc inh,1%,3%,-1%,12%[25.5 µM],2%,/,0%&3%[25.5 µM],4%
HEK293 cAMP ctrl,2%,0%,0%,10%[25.6 µM],3%,27%,?,2%
A350 fluor,i,i,i,i,?,/,?,/
4MU fluor,i,i,i,i,i,/,?,/
Fluorescein fluor,?,i,i,?,i,/,?,/

Record cards, from the list above:
Results for CCCCN1C(=O)NC(=O)C2(Cc3ccccc3N3CCOCC32)C1=O (configuration not stated) → Rhodamine fluor = i; Caspase-1 inhib = 0%; ERK AVP inh = 6%; Tau fil binding = 3%; TexasRed autofl = i; Caspase-7 inhib = -2%; FLuc inh = 4%; HEK293 cAMP ctrl = 29%; A350 fluor = i; 4MU fluor = i; Fluorescein fluor = i
Results for CCn1cc(C(=O)O)c(=O)c2cc(F)c(N3CCNCC3)cc21 → Rhodamine fluor = i; Caspase-1 inhib = 3%; ERK AVP inh = 9%; Tau fil binding = 4%[25.6 µM]; TexasRed autofl = i; Caspase-7 inhib = -1%; FLuc inh = 0%&3%[25.5 µM]; HEK293 cAMP ctrl = ?; A350 fluor = ?; 4MU fluor = ?; Fluorescein fluor = ?

Next results.
#17 Oc1ccc(Cl)c(Cl)c1
#18 C=CCN=C=S
#19 CCCOC(=O)[C@@H]1[C@@H](C(=O)O)[C@H]2CC[C@@H]1O2
#20 N#CC1=C(N)Oc2n[nH]c(-c3cccs3)c2C1c1ccsc1 (configuration not stated)
#21 CCCCCCC[n+]1ccc(-c2cc[n+](CCCCCCC)cc2)cc1
#22 ClC1=C(Cl)C2(Cl)C3C4CC(C5OC45)C3C1(Cl)C2(Cl)Cl (configuration not stated)
#23 Cc1cc(Br)ccc1N1C(=O)CC(=O)NC1=O
#24 CN1CC[C@@H]2CN3CCc4cccc(c43)[C@H]2C1
Screen / compound no.,17,18,19,20,21,22,23,24
Rhodamine fluor,/,/,i,i,/,/,/,/
Caspase-1 inhib,-3%,-2%,-1%[11.5 µM],-4%,0%,-3%,-3%,2%
ERK AVP inh,23%,-12%,-16%[11.5 µM],?,-21%,13%,-28%,-18%
Tau fil binding,-2%,4%,2%[11.4 µM],13%,16µM*,-9%,-3%[11.4 µM],-37%
TexasRed autofl,/,/,i,i,/,/,/,/
Caspase-7 inhib,0%,-1%,0%[11.5 µM],0%,2%,1%,0%,0%
FLuc inh,/,/,1%[11.4 µM],-2%,0%,/,3%,1%
HEK293 cAMP ctrl,16%,?,4%[11.4 µM],?,-7%,21%,12%[11.4 µM],9%
A350 fluor,/,/,i,i,/,/,/,/
4MU fluor,/,/,i,i,/,/,/,/
Fluorescein fluor,/,/,?,?,/,/,/,/

#25 CC(=O)c1c(O)c(C)c(O)c(Cc2c(O)c3c(c(C(=O)/C=C\c4ccccc4)c2O)OC(C)(C)C=C3)c1O
#26 O=C(Cc1ccccc1)OC(COCc1ccccc1)CN1CCOCC1 (configuration not stated)
#27 Cc1ccc(-n2c(O)c(C=NC3CCCCC3N)c(=O)[nH]c2=O)cc1C (configuration not stated)
#28 O=C(Cl)c1ccccc1F
#29 N#CC(C#N)=Cc1ccc(O)c(O)c1
#30 Nc1cccc(Cl)c1
#31 O=C(CN1CC(c2ccccc2)CC1=O)Nc1cccc(F)c1 (configuration not stated)
#32 O=C(NCc1ccc(C(=O)N2CCC3(CC2)OCCO3)cc1)c1ccc2c(c1)OCO2
Screen / compound no.,25,26,27,28,29,30,31,32
Rhodamine fluor,i,i,i,/,i,/,/,i
Caspase-1 inhib,-4%,-4%,0%,-2%,-2%,-1%,-1%,-2%
ERK AVP inh,-19%,9%,6%,7%,?,3%,-18%,-4%
Tau fil binding,25µM*,6%,11%,-1%,56%&34%,-15%,-7%,-9%
TexasRed autofl,?,?,i,/,i,/,/,i
Caspase-7 inhib,-8%,-5%,0%,0%,-8%,1%,-1%,-6%
FLuc inh,1%&-3%,4%,2%,/,-11%&0%,/,-2%,0%
HEK293 cAMP ctrl,-9%&-6%,15%,5%,-6%,?,16%,0%,4%
A350 fluor,i,1.1e-07M*,9.6e-08M*,/,i,/,/,i
4MU fluor,i,8.8e-08M*,9.2e-08M*,/,i,/,/,i
Fluorescein fluor,i,?,i,/,?,/,/,i

#33 CCCNC(=O)N1C2CCC1CC(O)(c1cccnc1)C2 (configuration not stated)
#34 CN(C)c1ccc(N(C)C)cc1
#35 O=C(CN1CCOCC1)c1ccc2cc[nH]c2c1
#36 Cc1cc(NC(=O)CCC(=O)N2CCC3(CC2)OCCO3)no1
#37 CCSc1nnc([C@@H](N)Cc2c[nH]c3ccccc23)o1
#38 CN1CCc2nc(SCC(=O)OC(C)(C)C)c(C#N)cc2C1
#39 ClC=CCl
#40 O/N=C1\CCC2CN(C3CCCCC3)CC2C1 (configuration not stated)
Screen / compound no.,33,34,35,36,37,38,39,40
Rhodamine fluor,i,/,/,i,i,i,/,/
Caspase-1 inhib,0%,-5%,-10%,4%,-3%,/,0%,-8%
ERK AVP inh,-5%,-16%,/,-9%,-9%,/,20%,-1%
Tau fil binding,7%,-18%,-4%,4%,-6%,/,-10%,-4%
TexasRed autofl,i,/,/,i,i,i,/,/
Caspase-7 inhib,0%,0%,-9%,0%,-3%,/,0%,0%
FLuc inh,0%,/,-5%,1%,3%,-2%[25.5 µM],/,-1%
HEK293 cAMP ctrl,7%,-15%,3%,-5%,?,/,-4%,9%
A350 fluor,i,/,/,i,i,7.9e-08M*,/,/
4MU fluor,i,/,/,i,i,6.7e-08M*,/,/
Fluorescein fluor,i,/,/,?,i,?,/,/

#41 CC(C)CCON=O
#42 CC(=O)Nc1ccc(OC(=O)N2CCCCC2)cc1
#43 CN(C)C1=C(C#N)C(c2ccccc2)=NP(N(C)C)(N(C)C)=N1
#44 CC(C(N)=O)N1CC(c2ccccc2)CC1=O (configuration not stated)
#45 O=c1c2ccccc2nc(CSc2ncnc3nc[nH]c23)n1-c1ccccc1
Screen / compound no.,41,42,43,44,45
Rhodamine fluor,/,i,i,i,i
Caspase-1 inhib,-2%,1%,1%,-2%,1%
ERK AVP inh,12%,6%,6%,6%,14%
Tau fil binding,16%,19%,2%,-3%,2%
TexasRed autofl,/,i,?,i,i
Caspase-7 inhib,0%,-1%,2%,0%,3%
FLuc inh,/,-1%,1%,2%,-1%
HEK293 cAMP ctrl,24%,-2%,18%,9%,-8%
A350 fluor,/,i,i,i,?
4MU fluor,/,i,i,i,i
Fluorescein fluor,/,?,?,?,?

Only part of the results is shown; the hit share may differ from the screen's.
